B2AR arrestin – beta2AR (human) beta-arrestin recruitment activity | P07550 | beta-arrestin recruitment to beta2AR, cell-based reporter | Potency, µM (doses to about 46.1 µM), without a hit: at the top dose activation, hits mostly activators | hit rate 0.02% among 330,000;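 note: potency is the fitted concentration of half-maximal effect; 0% = DMSO controls and full agonism = EC100 isoproterenol or metaproterenol; nearly all actives have a fitted effect of over 65% in size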
BRCA1 expr up – activators of BRCA1 expression | MCF7-BRCA1-FFLuc reporter, luminescence, 48 h; response scale: scaled: vehicle 0%, 10 µM genistein 100% | Potency, µM (series often up to 46.1 µM), without a hit: at the top dose activation, actives largely listed as activators | hit rate 1.1% among 380,000 | AID 624202; note: potency is the fitted concentration of half-maximal effect; nearly all actives have a fitted effect of over 80% in size; some results filed as inactive show a strong effect at the top dose
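Using MCF7 cells harboring a BRCA1 firefly luciferase reporter, plated 2 h before compound pinning, the screen measured luminescence after 48 h incubation. Responses were normalized to DMSO and 10 microM genistein, then fitted for concentration-effect.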
TSG101-PTAP inh – blocks PTAP/TSG101 interaction to inhibit HIV-1 budding; Q99816; Fluorescence polarization, FITC-PTAP peptide / Tsg101 binding; Potency, µM (top dose mostly 115 µM), inactives show top-dose activity change, negative = inhibition, actives largely listed as inhibitors; 340,000 tested, under 10 active; active = well fitted inhibition curve with a large enough effect in the main read-out, with a control signal flat, not every such curve was filed as active; inconclusive = small, poorly fitted or top-dose-only effect, or effect the other way, or a change in a side signal; inactive = no such curve, though single readings can be large or run the other way; note: potency is the fitted concentration of half-maximal effect; % of control where 0% means no effect
Target sequence (Q99816 whole entry, looked up): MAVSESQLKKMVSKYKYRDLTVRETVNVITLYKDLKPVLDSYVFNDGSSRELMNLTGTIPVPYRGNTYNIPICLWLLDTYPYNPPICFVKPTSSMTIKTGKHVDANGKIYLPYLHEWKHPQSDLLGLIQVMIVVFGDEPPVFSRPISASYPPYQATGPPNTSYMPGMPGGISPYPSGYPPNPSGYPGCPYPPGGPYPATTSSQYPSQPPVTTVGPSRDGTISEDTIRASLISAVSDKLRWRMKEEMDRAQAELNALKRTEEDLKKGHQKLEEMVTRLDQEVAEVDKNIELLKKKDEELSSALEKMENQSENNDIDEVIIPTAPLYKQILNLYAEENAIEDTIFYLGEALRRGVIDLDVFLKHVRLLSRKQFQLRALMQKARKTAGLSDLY
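FP read-out: FITC-PTAP peptide, 50 nM final, binding Tsg101 binding domain, 10 uM final; 20 min, r.t.; 10 mM HEPES pH 7.5, 0.15 M NaCl, 0.01% Tween 20, 3 mM EDTA, 0.1 mM TCEP.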
USP2a inh – USP2a (human) protease inhibition; hit rate 0.01% among 330,000; O75604; Potency, µM (doses to about 38.3 µM), inactives show at the highest dose activity change, negative = inhibition, usual class: inhibitors; USP2 core, Ub-CHOP2 coupled fluorogenic reporter, 485/531;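 note: potency is the fitted concentration of half-maximal effect; plate controls were DMSO wells for no effect and full inhibition by NEM control for full effect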
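USP2 core (10nM final) preincubated 30min RT with compound in 20mM Tris-HCl pH 8.0, 2mM CaCl2, 2mM beta-mercaptoethanol, 0.05% CHAPS; 25nM Ub-CHOP2 plus 25nM reporter substrate added, fluorescence (Ex485/Em531) read after 60min.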
uPA surface inh – inhibitors of cell surface uPA generation. cell surface uPA generation assay, qHTS. Potency, µM (series often up to 38.3 µM), for inactives: at the highest dose activity change, negative = inhibition, most hits filed as inhibitors. hit rate 0.31% among 330,000. AID 540303; active = well fitted inhibition curve with a large enough effect; inconclusive = small, poorly fitted or top-dose-only effect; inactive = no such curve, though single readings can be large or run the other way; tested in mouse RAW 264.7 cells; note: potency is the fitted concentration of half-maximal effect; % is set by controls: 0 for no effect and ±100 for the full control effect; nearly all actives have a fitted effect of over 55% in size
p53 reactivation – re-activators of mutant p53 | AID 504706 | hit rate 0.063% among 320,000 | Potency, µM (highest dose often 92.2 µM), for inactives: top-dose activity change, positive = activation, hits mostly activators | H1299 p53-A138V BP100-luciferase reporter, luminescence, 24 h; note: potency is the fitted concentration of half-maximal effect; % of control where 0% means no effect; nearly all actives have a fitted effect of over 45% in size
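H1299 (p53-null), stable ts p53-A138V + BP100-Luc; 1000 cells/well, Opti-MEM/10% FBS; cpd 4 pt, 1:5; 24 h, 37 deg C, 5% CO2; detection reagent 10 min RT; luminescence.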
ELG1 genotoxic – inducers of genotoxicity in HEK293T ELG1-luciferase cells; HEK293T ELG1-luciferase reporter, luminescence, 16 h; Potency, µM (series often up to 46 µM), inactives show top-dose activity change, positive = activation, actives largely listed as activators; hit rate 1.3% among 330,000; AID 504466; note: potency is the fitted concentration of half-maximal effect; % of control where 0% means no effect; nearly all actives have a fitted effect of over 60% in size
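Luminescence read-out: rising ELG1-luciferase signal, reflecting elevated ELG1 protein under genetic stress, flags genotoxic compounds. Cells were treated for 16 hr at 37 °C before ONE-Glo detection.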
TRPV1 agonist – human TRPV1 agonism; hit rate 0.19% among 320,000; Q8NER1; TRPV1-expressing cells, Fluo-8 calcium influx, agonist mode; AID 540275; activation, % at 8.33 µM; in the data active = activation above about 80%; inconclusive = between about 30% and that limit; note: 0% is about no effect
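TRPV1-expressing cells were cultured overnight at 35.5C and loaded with Fluo-8 calcium dye for 40 to 90 min at room temperature. After a 10 s baseline, compound was added and calcium influx was read kinetically for 3 min (ex 480/em 520 nm).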
Eya2 inh – Eya2 (human) phosphatase inhibition. O00167. recombinant Eya2, OMFP fluorescence dephosphorylation (OMFP is methylfluorescein phosphate). Potency, µM (titrated, usually from 76.9 µM), inactives show at the highest dose activity, negative = inhibition, most hits filed as inhibitors. hit rate 0.006% among 330,000; note: potency is the fitted concentration of half-maximal effect; % is set by controls: 0 for no effect and ±100 for the full control effect
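Eya2 protein (added as 0.2 uM solution) was preincubated with compound for 10 min at ambient temperature in 50 mM HEPES pH 7.5, 50 mM NaCl, 5 uM MgCl2, 0.05% BSA, 1 mM DTT. OMFP (added at 50 uM) then reacted 10 min; fluorescence read at 485/525 nm.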
a7 integrin act – activators of alpha7 integrin expression for muscular dystrophy; AID 624291; Potency, µM (doses to about 38.3 µM), for the others: top-dose activation, actives largely listed as activators; hit rate 0.064% among 350,000; alpha7betagal myoblasts, beta-gal FDG fluorescence, 48 h;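 note: potency is the fitted concentration of half-maximal effect; 100% = response of the positive control SU9516; nearly all actives have a fitted effect of over 60% in size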
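Alpha7betagal+/- myoblasts (passage 13) were plated 16-24 hr, then exposed to compounds (1:260 dilution of DMSO stock) for 48 hours at 37C. After MPER lysis, β-galactosidase reporter activity was read as FDG fluorescence (ex 480/em 540) after 30 minutes.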
S-ASM inh – inhibitors of human secretory acid sphingomyelinase. placental ASM, HMU-PC fluorogenic substrate, 60 min. Potency, µM (top dose mostly 57.5 µM), for the others: top-dose activity change, negative = inhibition, most hits filed as inhibitors. hit rate 0.006% among 340,000. AID 504937; note: potency is the fitted concentration of half-maximal effect
Target sequence (P17405 47-631 limits assumed): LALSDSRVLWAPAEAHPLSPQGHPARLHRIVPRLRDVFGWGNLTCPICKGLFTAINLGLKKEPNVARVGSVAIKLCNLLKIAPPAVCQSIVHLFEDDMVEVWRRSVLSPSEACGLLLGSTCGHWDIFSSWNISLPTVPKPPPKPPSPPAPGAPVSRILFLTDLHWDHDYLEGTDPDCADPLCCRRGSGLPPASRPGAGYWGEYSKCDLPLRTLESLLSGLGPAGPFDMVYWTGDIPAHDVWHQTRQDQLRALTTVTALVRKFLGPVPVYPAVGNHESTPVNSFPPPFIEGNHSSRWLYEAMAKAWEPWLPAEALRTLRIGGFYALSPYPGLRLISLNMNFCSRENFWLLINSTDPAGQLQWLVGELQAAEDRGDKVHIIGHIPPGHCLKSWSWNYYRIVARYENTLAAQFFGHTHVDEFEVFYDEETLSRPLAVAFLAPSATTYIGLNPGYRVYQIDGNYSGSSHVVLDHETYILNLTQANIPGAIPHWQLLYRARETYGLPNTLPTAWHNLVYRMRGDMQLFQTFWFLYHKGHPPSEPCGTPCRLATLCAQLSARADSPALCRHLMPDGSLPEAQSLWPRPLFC
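Fluorogenic HMU-PC substrate (9 uM final) is turned over by placental ASM in 60 min at 37 C after a 10 min compound preincubation. Reaction ended by alkaline stop (pH 10), with fluorescence read at 386/447 nm.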
* hit, by the source's call; [ ] = remark or other dose. Unless noted, calls come from the whole dose curve; as a rule, active = well fitted curve in the direction sought with a large enough effect; inconclusive = small, poorly fitted or top-dose-only effect, or another doubt; inactive = no such curve, though single readings can be large; an effect the other way counts as inactive or inconclusive. Rows are unselected. Share with any hit: about 2.6%.

For CCOc1ccc(CC(=O)NCc2ccc3c(c2)cc(C)n3C)cc1 the results were B2AR arrestin 0.0%, BRCA1 expr up -7%, TSG101-PTAP inh 1%, USP2a inh 9%, uPA surface inh 14%, p53 reactivation 0%, ELG1 genotoxic 2%, TRPV1 agonist 27, Eya2 inh 6%, a7 integrin act 6% and S-ASM inh -1%.
For O=C(CNC(=O)c1sc2ccccc2c1Cl)NC1CC1 the results were B2AR arrestin 3.6%, BRCA1 expr up inconclusive, TSG101-PTAP inh -1%, USP2a inh 0%, uPA surface inh -8%, p53 reactivation 16%, ELG1 genotoxic inconclusive, TRPV1 agonist 0, Eya2 inh 1%, a7 integrin act 0% and S-ASM inh 1%.
CC(=O)NC(Cc1ccccc1)C(=O)OCC(=O)c1ccccc1 (stereo unspecified) was read as B2AR arrestin -0.7%, BRCA1 expr up 9%, TSG101-PTAP inh -3%, USP2a inh -3%, uPA surface inh 5%, p53 reactivation 8%, ELG1 genotoxic 2%, TRPV1 agonist 2, Eya2 inh 7%, a7 integrin act 4% and S-ASM inh 5%.
For Fc1ccc2[nH]c3c(N4CCN(C5CCCCC5)CC4)ncnc3c2c1 the results were B2AR arrestin -0.5%, USP2a inh 3%, p53 reactivation inconclusive, ELG1 genotoxic -2%, TRPV1 agonist 0 and Eya2 inh -2%.
CC(C)CCC(O)(CCC(C)C)C(=O)NNc1ccccc1 was read as B2AR arrestin -1.0%, BRCA1 expr up -42%, TSG101-PTAP inh -1%, USP2a inh 2%, uPA surface inh 8%, p53 reactivation -7%, ELG1 genotoxic -2%, TRPV1 agonist 12, Eya2 inh 5%, a7 integrin act 3% and S-ASM inh 2%.
For C=C1CCN([C@@H](Cc2ccccc2)C(=O)Nc2ccc(OC)cc2)S(=O)(=O)c2ccccc21 the results were BRCA1 expr up 0%, TSG101-PTAP inh -6%, uPA surface inh -5%, a7 integrin act 2% and S-ASM inh -3%.
For O=C(Nc1nc2ccc([N+](=O)[O-])cc2s1)c1ccco1 the results were B2AR arrestin -0.3%, USP2a inh 3%, p53 reactivation inconclusive, ELG1 genotoxic -10%, TRPV1 agonist 5 and Eya2 inh 1%.
For Cc1ccccc1-c1ccc(/C=C2/SC(N3CCOCC3)=NC2=O)o1 the results were B2AR arrestin -0.5%, BRCA1 expr up -35%, TSG101-PTAP inh inconclusive, USP2a inh 2%, uPA surface inh 10%, p53 reactivation -9%, ELG1 genotoxic -2%, TRPV1 agonist 84*, Eya2 inh -5%, a7 integrin act -20% and S-ASM inh 98%[activator].
`COc1ccc(C(=O)N/C(=C\c2cn(C)c3ccccc23)C(=O)N2CCOCC2)cc1` gave B2AR arrestin 0.1%, BRCA1 expr up -6%, TSG101-PTAP inh -5%, USP2a inh 1%, uPA surface inh -7%, p53 reactivation -3%, ELG1 genotoxic 1%, TRPV1 agonist -6, Eya2 inh 0%, a7 integrin act -38% and S-ASM inh -2%.
`COCCN1C(=O)CC(NNC(=O)c2ccc(S(=O)(=O)N3CCCC3)cc2)C1=O` (stereo unspecified) gave B2AR arrestin 0.2%, BRCA1 expr up 9%, TSG101-PTAP inh -4%, USP2a inh -1%, uPA surface inh 5%, p53 reactivation -1%, ELG1 genotoxic 3%, TRPV1 agonist 1, Eya2 inh 0%, a7 integrin act -4% and S-ASM inh 4%.
CCN1CCN(C(=O)Nc2ccc(Cc3ccc(NC(=O)N4CCN(CC)CC4)cc3)cc2)CC1 was read as B2AR arrestin 0.4%, BRCA1 expr up 19%, TSG101-PTAP inh -2%, USP2a inh -1%, uPA surface inh -13%, p53 reactivation 1%, ELG1 genotoxic -5%, TRPV1 agonist -1, Eya2 inh -4%, a7 integrin act -12% and S-ASM inh 1%.
Screening CC(=O)NC1=C(C#N)C(c2ccccc2)c2c(ccc3ccccc23)O1 (stereo unspecified) returned B2AR arrestin 10%, BRCA1 expr up -75%, TSG101-PTAP inh -3%, USP2a inh 0%, uPA surface inh -10%, p53 reactivation 0%, ELG1 genotoxic -5%, TRPV1 agonist inconclusive, Eya2 inh 5%, a7 integrin act -17% and S-ASM inh -10%.
Screening COC(=O)c1ccc(/C=C2/SC(=S)N(CCC(=O)N3CCOCC3)C2=O)cc1 returned B2AR arrestin 0.0%, BRCA1 expr up -3%, TSG101-PTAP inh 1%, USP2a inh 1%, uPA surface inh -15%, p53 reactivation 7%, ELG1 genotoxic 0%, TRPV1 agonist -1, Eya2 inh -18%, a7 integrin act 9% and S-ASM inh -2%.
`Cc1ccc(C2CC(c3cccs3)=NN2C(=O)CSc2nc(=O)n3ccc(C)cc3n2)cc1` (stereo unspecified) gave B2AR arrestin 0.3%, USP2a inh -20%, p53 reactivation -4%, ELG1 genotoxic -1%, TRPV1 agonist 1 and Eya2 inh -23%.
CCCCNc1cc(=O)n(C)c(=O)n1C was read as B2AR arrestin 1.0%, BRCA1 expr up -7%, TSG101-PTAP inh -1%, USP2a inh 1%, uPA surface inh -5%, p53 reactivation 6%, ELG1 genotoxic 1%, TRPV1 agonist -1, Eya2 inh -10%, a7 integrin act -23% and S-ASM inh 2%.
CCOC(=O)c1c(C)n(CC(O)CN(C)C)c2cc(Br)c(OC)cc12 (stereo unspecified) was read as B2AR arrestin -0.3%, BRCA1 expr up -5%, TSG101-PTAP inh 1%, USP2a inh 1%, uPA surface inh -2%, p53 reactivation -9%, ELG1 genotoxic 6%, TRPV1 agonist 0, Eya2 inh -21%, a7 integrin act -60%[inhibitor] and S-ASM inh 0%.
`Cc1ccc(C(=O)NC(=S)NCC2CCCO2)cc1` (stereo unspecified) gave B2AR arrestin -0.8%, BRCA1 expr up 10µM*, TSG101-PTAP inh -2%, USP2a inh 3%, uPA surface inh -4%, p53 reactivation 26%, ELG1 genotoxic inconclusive, TRPV1 agonist 16, Eya2 inh 3%, a7 integrin act -4% and S-ASM inh 3%.
`Cc1nn(-c2ccccc2)c(C)c1NC(=O)COC(=O)[C@@H](NC(=O)c1ccccc1)C(C)C` gave B2AR arrestin -0.7%, BRCA1 expr up 4%, TSG101-PTAP inh -1%, USP2a inh -3%, uPA surface inh -2%, p53 reactivation -3%, ELG1 genotoxic 0%, TRPV1 agonist -2, Eya2 inh -7%, a7 integrin act 12% and S-ASM inh 4%.
`Cc1ccc(O)c(NC(=O)c2cc(-c3ccccc3Cl)on2)c1` gave B2AR arrestin 0.1%, BRCA1 expr up inconclusive, TSG101-PTAP inh -1%, USP2a inh -1%, uPA surface inh -6%, ELG1 genotoxic 16µM*, TRPV1 agonist -8, Eya2 inh inconclusive, a7 integrin act 20% and S-ASM inh -4%.
For O=C(COC(=O)/C=C/c1cccc(Cl)c1)NC1CCCC1 the results were B2AR arrestin 0.4%, BRCA1 expr up 10%, TSG101-PTAP inh 1%, USP2a inh -1%, uPA surface inh -4%, p53 reactivation 4%, ELG1 genotoxic 1%, TRPV1 agonist 12, Eya2 inh -22%, a7 integrin act 0% and S-ASM inh 6%.
Screening NCC(=O)N1CCC(C(=O)N[C@@H](Cc2c[nH]c3ccccc23)C(=O)O)CC1 returned B2AR arrestin 0.2%, BRCA1 expr up -12%, TSG101-PTAP inh 2%, USP2a inh 2%, uPA surface inh 9%, p53 reactivation -1%, ELG1 genotoxic 0%, TRPV1 agonist 3, Eya2 inh -27%, a7 integrin act -2% and S-ASM inh -1%.
O=C(CNC(=O)Cc1cccc2ccccc12)NCc1ccc(F)cc1 was read as B2AR arrestin -0.4%, BRCA1 expr up -21%, TSG101-PTAP inh -3%, USP2a inh 3%, uPA surface inh -3%, p53 reactivation -5%, ELG1 genotoxic -7%, TRPV1 agonist -5, Eya2 inh 3%, a7 integrin act -39% and S-ASM inh 3%.
`Cc1ccn2c(=O)c(NC(=O)COc3ccccc3)c(C)nc2c1` gave B2AR arrestin -0.1%, BRCA1 expr up 0%, TSG101-PTAP inh -1%, USP2a inh 2%, uPA surface inh -4%, p53 reactivation 8%, ELG1 genotoxic -3%, TRPV1 agonist -1, Eya2 inh 4%, a7 integrin act -3% and S-ASM inh 0%.
CCOC(=O)CSc1ncccn1 was read as B2AR arrestin -0.9%, BRCA1 expr up 9%, TSG101-PTAP inh -2%, USP2a inh -1%, uPA surface inh -1%, p53 reactivation 2%, ELG1 genotoxic 1%, TRPV1 agonist -2, Eya2 inh 4%, a7 integrin act -9% and S-ASM inh 2%.
`CC(C)CC1NC(=O)c2ccccc2-n2c1nc1cc(F)ccc1c2=O` (stereo unspecified) gave B2AR arrestin 0.0%, USP2a inh 0%, p53 reactivation inconclusive, ELG1 genotoxic 2%, TRPV1 agonist 0 and Eya2 inh -20%.

Assay outcomes deposited in PubChem by National Center for Advancing Translational Sciences (NCATS).
